# KLK7 zymogen act: proKLK7 (human) activation, primary screen; activation, % at 7 µM; P49862; actives 0.9% (n = 370,000); AID 652039; purified proKLK7, EDANS-DABCYL substrate fluorescence; 100% is mature enzyme control, 0% vehicle;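 active = activation above the mean of all tested compounds plus 3 SD, computed per campaign excluding outliers beyond control limits, cut at about 13% in these data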
# DDE Tn6 FP inh: disrupts Tn6 cyclic peptide binding to fibrin D-Dimer-E complex; AID 720509; actives 0.21% (n = 370,000); P02675; inhibition, % at 8.3 µM; Fibrin DD(E) TRITC-Tn6 fluorescence polarization displacement;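 active = inhibition above a per-campaign cutoff: mean of compounds within control limits plus 3 SD, cut at about 15% in these data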;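 also: 0% = median of all compound wells on the plate and 100% = blocking peptide control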
# PLC-gamma1 inh: inhibitors of human phospholipase C gamma1; P19174; purified PLC-gamma1, fluorogenic substrate, fluorescence; inhibition, % at 12.2 µM; actives 0.84% (n = 370,000); AID 720700; in the data active = inhibition above about 9.5%
# LEDGF integ inh: blocks HIV-1 LEDGF/p75-dependent DNA integration. TR-FRET IN-LEDGF/p75 DNA integration, Eu/Cy5. inhibition, % at 3.7 µM. actives 0.64% (n = 370,000). AID 743269;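 active = inhibition above the screen-wide mean plus 3 SD, cut at about 13% in these data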;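 also: signal is the Cy5 over europium emission ratio at 671 and 618 nm; 0% = plate median of compound wells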
# ASAP1 GAP inh: inhibitors of human ASAP1 ArfGAP activity | inhibition, % at 16.5 µM | ASAP1-stimulated ARF1 GTP hydrolysis, GDP FP detection | AID 624377 | actives 0.19% (n = 360,000); in the data active = inhibition above about 25%;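 also: 0% = vehicle with enzyme and substrate and 100% = no enzyme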
# TDP2 absorb: blocks human TDP2 phosphodiesterase activity; O95551; recombinant TDP2, T5PNP hydrolysis, p-nitrophenol absorbance 415 nm; inhibition, % at 12.8 µM; actives 0.34% (n = 370,000); AID 720702;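 active = inhibition above the mean of all tested compounds plus 3 SD, set per campaign, cut at about 25% in these data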;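 also: 0% = DMSO with enzyme and 100% = buffer with substrate but no TDP2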
# Target sequence (O95551 whole entry, looked up): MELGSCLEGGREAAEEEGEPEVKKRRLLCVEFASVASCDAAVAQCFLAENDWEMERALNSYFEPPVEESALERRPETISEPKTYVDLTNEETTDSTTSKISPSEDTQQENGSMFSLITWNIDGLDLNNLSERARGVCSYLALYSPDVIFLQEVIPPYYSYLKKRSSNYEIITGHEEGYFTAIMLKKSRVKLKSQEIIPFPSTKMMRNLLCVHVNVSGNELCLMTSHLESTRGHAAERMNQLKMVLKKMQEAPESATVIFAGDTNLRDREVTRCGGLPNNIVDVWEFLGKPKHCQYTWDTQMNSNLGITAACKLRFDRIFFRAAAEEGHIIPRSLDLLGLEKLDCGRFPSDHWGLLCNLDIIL
#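 System – recombinant human TDP2 · Amount – 120 nM TDP2 per well · Buffer or medium – Mg2+-containing Tris-HCl buffer, pH 7.5 · Reagent – T5PNP substrate, 5 mM · Dosing – 12.8 µM single point, 1% DMSO · Incubation – 2 h at 37 °C · Measured by – epi absorbance · Read-out basis – percent inhibition · Benchmarks – high control without enzyme, low control DMSO plus TDP2 · Repeats – singlicate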
# ARFGAP1 inh: inhibitors of rat ARFGAP1; Arfgap1-stimulated ARF1 GTP hydrolysis, GDP FP detection; inhibition, % at 16.5 µM; actives 0.26% (n = 360,000);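 active = inhibition above a per-plate limit, mean inhibition of low control wells plus 3 SD, cut at about 25% in these data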;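 also: 0% = DMSO wells with enzyme and 100% = wells lacking Arfgap1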
# Target sequence (Q62848 1-136 limits assumed): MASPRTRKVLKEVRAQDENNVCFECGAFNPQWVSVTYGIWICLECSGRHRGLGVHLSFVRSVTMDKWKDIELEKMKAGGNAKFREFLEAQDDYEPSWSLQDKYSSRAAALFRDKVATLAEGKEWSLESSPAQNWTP
#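 Material: truncated rat Arfgap1 GAP domain; Incubation: compound-enzyme preincubation 20 min, reaction 120 min, detection 60 min, 25 °C; Read-out: percent inhibition of Arfgap1-stimulated GTP hydrolysis; Technique: FP, GDP Alexa 633 tracer displaced from anti-GDP antibody, 620/688 nm; Controls: No-Arfgap1 wells (100%) versus DMSO full-reaction wells (0%); Replication: single well per compound.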
# DDE Tn7 FP inh: inhibitors of Tn7 peptide binding to human fibrin DD(E). P02675. FP displacement of FITC-Tn7 peptide from fibrin DD(E); 0% = median of compound wells per plate. inhibition, % at 8.3 µM. actives 0.13% (n = 370,000). AID 720508;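 active = inhibition above the mean of compounds falling within the control limits plus 3 SD of them, cut at about 14% in these data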;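 also: 0% = plate median of compound wells and 100% = 10 µM Aha-Tn7 peptide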
#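 Assay system: human fibrin DD(E). Input: DD(E) 2 µM final. Medium: Tris buffer with calcium and detergent, pH 7.8. Compound dosing: single point at 8.3 µM. Timing: 10 min plus 3 h, room temperature. Technique: fluorescence polarization of the labelled Tn7 tracer. Read-out: percent inhibition. Replicates: singlicate testing.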
# ADAM10 inh: ADAM10 inhibition, QFRET primary screen; O14672; recombinant ADAM10, EDANS/DABCYL FRET peptide cleavage, 3 h; inhibition, % at 7 µM; actives 0.62% (n = 370,000);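 active = inhibition above a per-campaign cutoff equal to the mean of compounds falling between control-based bounds plus 3 SD, cut at about 20% in these data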;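 also: 0% = DMSO wells while the 100% control is not disclosed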
# ADAM17 inh: ADAM17 inhibition, QFRET primary screen. recombinant ADAM17, EDANS/DABCYL FRET peptide cleavage. inhibition, % at 6.95 µM. actives 0.83% (n = 370,000);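 active = inhibition above the mean of compounds lying between control limits plus 3 SD, set per campaign, cut at about 8.5% in these data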;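 also: 0% = DMSO-only wells as the low control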
# Target sequence (P78536 215-824 limits assumed): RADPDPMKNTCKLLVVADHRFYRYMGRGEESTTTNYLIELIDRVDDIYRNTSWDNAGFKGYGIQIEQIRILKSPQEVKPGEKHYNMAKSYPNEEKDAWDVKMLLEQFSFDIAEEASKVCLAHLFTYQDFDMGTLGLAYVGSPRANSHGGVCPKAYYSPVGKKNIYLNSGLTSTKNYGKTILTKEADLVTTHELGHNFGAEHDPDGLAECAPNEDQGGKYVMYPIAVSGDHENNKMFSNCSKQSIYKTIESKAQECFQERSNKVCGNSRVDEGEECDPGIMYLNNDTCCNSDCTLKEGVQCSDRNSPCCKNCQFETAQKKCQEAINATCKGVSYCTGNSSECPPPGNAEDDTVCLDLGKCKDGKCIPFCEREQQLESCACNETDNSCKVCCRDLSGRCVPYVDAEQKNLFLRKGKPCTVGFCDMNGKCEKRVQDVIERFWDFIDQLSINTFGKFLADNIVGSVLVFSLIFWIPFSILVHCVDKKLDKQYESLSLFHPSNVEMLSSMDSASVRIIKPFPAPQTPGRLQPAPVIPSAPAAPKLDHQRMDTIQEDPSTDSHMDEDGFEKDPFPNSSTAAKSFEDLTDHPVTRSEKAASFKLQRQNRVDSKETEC
# * hit, by the source's call; x = no result given. This is a random part of the collection. Share with any hit: about 4.2%.
[1] O=C(CCCCCCCCN1C(=O)c2ccccc2C1=O)N1CCOCC1
[2] CCN(Cc1ccccc1)S(=O)(=O)c1ccc(C(=O)Nc2nnc(-c3ccccc3OC)o2)cc1
[3] CCCCN(C)/C=N/c1c(C#N)cnn1-c1ccc(C)cc1
[4] COc1ccc(NC(=O)C2CC(=O)N(c3cc(C)ccc3C)C2)cc1 (configuration not stated)
[5] CCOc1ccc2nc(NC(=O)CN3CCC(n4nnc5cc(F)ccc54)CC3)sc2c1
[6] O=C(Cc1ccccc1)N1CCC(Oc2cccnc2)CC1
[7] CCN(C[C@H]1N[C@@](C)(C(=O)OC)[C@H]2C(=O)N(Cc3ccccc3)C(=O)[C@@H]12)C(=O)C1CCCCC1
[8] COC(=O)C(C)Sc1nc2c(c(=O)[nH]c(=O)n2C)n1CCC(C)C (configuration not stated)
Compound,1,2,3,4,5,6,7,8
KLK7 zymogen act,-0.5,-0.2,0.1,0.1,0.0,-0.5,-0.1,-0.4
DDE Tn6 FP inh,-1,-2,11,0,-7,-9,6,7
PLC-gamma1 inh,2,2,-1,4,-6,0,0,2
LEDGF integ inh,0,0,-2,0,0,-4,1,-1
ASAP1 GAP inh,-6,11,-1,3,0,x,-6,12
TDP2 absorb,9,6,10,7,4,-1,10,-11
ARFGAP1 inh,-1,8,-12,-9,0,x,-14,5
DDE Tn7 FP inh,-3,9,-2,-10,0,1,1,-5
ADAM10 inh,3,10,-5,2,-4,-3,-2,-8
ADAM17 inh,1,-3,-2,2,-2,-3,-5,-4

# Looked up by structure from above:
[5] CCOc1ccc2nc(NC(=O)CN3CCC(n4nnc5cc(F)ccc54)CC3)sc2c1
[2] CCN(Cc1ccccc1)S(=O)(=O)c1ccc(C(=O)Nc2nnc(-c3ccccc3OC)o2)cc1
[1] O=C(CCCCCCCCN1C(=O)c2ccccc2C1=O)N1CCOCC1
Compound,5,2,1
KLK7 zymogen act,0.0,-0.2,-0.5
DDE Tn6 FP inh,-7,-2,-1
PLC-gamma1 inh,-6,2,2
LEDGF integ inh,0,0,0
ASAP1 GAP inh,0,11,-6
TDP2 absorb,4,6,9
ARFGAP1 inh,0,8,-1
DDE Tn7 FP inh,0,9,-3
ADAM10 inh,-4,10,3
ADAM17 inh,-2,-3,1

# Following part.
[9] Cc1ccc(S(=O)(=O)N=Nc2c(O)[nH]c3ccccc23)cc1
[10] CNC(=O)CSc1nnc(-c2cccs2)o1
[11] Cc1cnc(C)c(N2CCC(C(=O)NC(C)c3cccs3)CC2)n1 (configuration not stated)
[12] COc1cc(NC(=O)COc2ccccc2[N+](=O)[O-])ccc1NC(=O)c1ccco1
[13] O=C(COC(=O)/C=C/c1ccc([N+](=O)[O-])cc1)NCC1CCCO1 (configuration not stated)
[14] COc1cccc(N2C(=NC(=O)c3ccccc3)SC3CS(=O)(=O)CC32)c1 (configuration not stated)
[15] COc1ccc(NC(=O)C(NC(C)=O)C(=O)NCc2ccccc2Cl)cc1 (configuration not stated)
[16] CCOC(=O)C1CCN(C(=S)NC2CC3C=CC2C3)CC1 (configuration not stated)
Compound,9,10,11,12,13,14,15,16
KLK7 zymogen act,-0.6,-0.1,-0.2,-0.5,0.0,0.0,0.3,-0.5
DDE Tn6 FP inh,1,0,-3,3,6,1,-7,-2
PLC-gamma1 inh,1,1,-1,-2,-1,2,-11,2
LEDGF integ inh,-1,1,-1,-2,1,6,42*,5
ASAP1 GAP inh,1,10,4,0,4,6,8,0
TDP2 absorb,0,5,13,16,15,-21,6,-8
ARFGAP1 inh,16,11,-3,6,-2,-3,-2,8
DDE Tn7 FP inh,-3,2,-8,-4,-2,5,-2,-4
ADAM10 inh,-41,-10,-4,-10,1,1,-7,9
ADAM17 inh,-4,-3,-4,-1,-1,1,-7,-1

[17] CC1(C)C(=O)Nc2ccccc2N1C(=O)COC(=O)Cc1ccccc1F
[18] O=[N+]([O-])c1cc(-c2nc3nc4ccccc4nc3n2CCc2ccccc2)cc([N+](=O)[O-])c1
[19] COc1cc(Cn2c(-c3nonc3N)nc3ccccc32)ccc1C
[20] CCOc1ccc(Br)cc1S(=O)(=O)N1CCSC1
[21] CC(=O)NC[C@H]1O[C@@H](n2ccc(N)nc2=O)[C@H](O)[C@@H]1O
[22] NC(=O)c1ncn([C@@H]2O[C@H](CNS(=O)(=O)c3cc(S(=O)(=O)c4ccccc4)cs3)[C@@H](O)[C@H]2O)n1
[23] COc1ccc(C2N(C(=O)N(C)C)CCN2S(=O)(=O)c2ccc(OC)cc2)cc1 (configuration not stated)
[24] COc1ccc(CC(=O)N2CCN=C2SC)cc1OC
Compound,17,18,19,20,21,22,23,24
KLK7 zymogen act,0.3,0.5,-0.6,0.0,-0.2,0.5,-0.6,-0.8
DDE Tn6 FP inh,2,-1,11,-6,-4,0,2,-1
PLC-gamma1 inh,5,-2,1,4,10*,0,1,-1
LEDGF integ inh,2,2,-2,6,-2,0,2,1
ASAP1 GAP inh,7,-4,8,-3,15,4,4,13
TDP2 absorb,-12,-1,-8,-14,-18,-9,5,10
ARFGAP1 inh,10,-23,1,6,5,11,9,-2
DDE Tn7 FP inh,-8,1,-1,-7,-2,-6,-6,-9
ADAM10 inh,-1,-12,-9,11,3,-4,7,2
ADAM17 inh,6,-3,0,4,5,3,0,1

[25] CCN(CC)S(=O)(=O)c1ccc(C(=O)NC(=S)N2CCCCC2C)cc1 (configuration not stated)
[26] COc1ccc(N(CC(=O)NC2CCS(=O)(=O)C2)S(=O)(=O)c2cc(C)ccc2C)cc1 (configuration not stated)
[27] CC(OC(=O)c1ccc(S(=O)(=O)N(C)c2ccccc2)cc1)C(=O)NCCC1=CCCCC1 (configuration not stated)
[28] O=C(O)c1ccc(Nc2nc3ccccc3nc2NS(=O)(=O)c2cccs2)cc1
[29] C[C@H](CO)N1C[C@H](C)[C@@H](CN(C)C(=O)c2ccccc2)OCc2cnnn2CCCC1=O
[30] CC(C)(C)c1ccc(S(=O)(=O)N2CCN(CCC#N)CC2)cc1
[31] O=C(O)CCCCCn1c(SCC(=O)c2ccc(O)c(O)c2)nc2ccsc2c1=O
[32] C/C(N)=C(/C#N)C(=O)CSc1nc2cc(Cl)ccc2c(=O)n1-c1ccc(C)cc1
Compound,25,26,27,28,29,30,31,32
KLK7 zymogen act,-0.8,-0.3,0.3,0.2,0.6,0.1,-0.2,-0.2
DDE Tn6 FP inh,-11,1,2,-3,4,4,-9,-5
PLC-gamma1 inh,4,5,2,-9,-1,2,11*,-5
LEDGF integ inh,-3,-1,-1,1,-3,-2,6,-2
ASAP1 GAP inh,-1,-4,5,0,-10,7,4,-5
TDP2 absorb,-4,13,3,-10,5,-5,-5,3
ARFGAP1 inh,7,-6,0,17,3,-4,12,2
DDE Tn7 FP inh,-1,4,4,1,-6,-5,-10,-5
ADAM10 inh,-14,-1,-2,-1,-2,-1,12,-7
ADAM17 inh,-3,-5,1,-4,-3,1,8,-5

[33] N/C(=N\OC(=O)N1CCOCC1)c1ccc(Cl)cc1
[34] CN1CCc2nc(SCC(=O)Nc3ccc(Cl)cc3)c(C#N)cc2C1
[35] CC(C)(C)OC(=O)N1CCC(C(=O)Nc2ccc(C(=O)N3CCOCC3)cc2)CC1
[36] O=C1CN(C(=O)COC(=O)c2cccc(S(=O)(=O)NCc3ccccc3)c2)c2ccccc2N1
[37] CN1CCN(C(=O)/C=C/c2ccc(C#N)cc2)CC1
[38] COc1ccc(CN(C)C(=O)c2[nH]c(C)c(C(C)=O)c2C)c(OC)c1OC
[39] O=C(NCc1ccccc1)/C(=C/c1ccc(OC(F)F)cc1)c1ccccc1
[40] CC(NC(=O)Cc1cccs1)c1ccccc1 (configuration not stated)
Compound,33,34,35,36,37,38,39,40
KLK7 zymogen act,-0.3,1.8,0.0,0.3,-0.1,0.6,0.2,0.4
DDE Tn6 FP inh,3,-2,2,0,0,3,0,2
PLC-gamma1 inh,3,-95,1,1,1,0,-2,-1
LEDGF integ inh,-4,2,1,0,-3,4,1,-3
ASAP1 GAP inh,-4,3,-7,20,-8,12,7,-19
TDP2 absorb,-10,2,-11,6,11,7,-6,11
ARFGAP1 inh,1,1,-1,2,-6,2,-13,7
DDE Tn7 FP inh,-4,4,3,-7,5,-1,3,1
ADAM10 inh,4,-49,-3,3,3,0,8,-4
ADAM17 inh,0,-20,2,-3,-1,-2,5,0

# PLC-gamma1 inh, hit marks shown above
[21] CC(=O)NC[C@H]1O[C@@H](n2ccc(N)nc2=O)[C@H](O)[C@@H]1O
[31] O=C(O)CCCCCn1c(SCC(=O)c2ccc(O)c(O)c2)nc2ccsc2c1=O
Compound,21,31
KLK7 zymogen act,-0.2,-0.2
DDE Tn6 FP inh,-4,-9
PLC-gamma1 inh,10*,11*
LEDGF integ inh,-2,6
ASAP1 GAP inh,15,4
TDP2 absorb,-18,-5
ARFGAP1 inh,5,12
DDE Tn7 FP inh,-2,-10
ADAM10 inh,3,12
ADAM17 inh,5,8

# Carrying on.
[41] Cc1cccc2c1CC(C)(C)NC2=C(C#N)C#N
[42] CCOc1ccc(/C=N/OC(C)C(=O)NCc2ccc3c(c2)OCO3)cc1 (configuration not stated)
[43] CCCNC(=S)N1CCC(C(=O)c2ccc3c(c2)OCCO3)CC1
[44] Cc1cc(C)nc(-n2nc(C)cc2NC(=O)COC(=O)CCC(=O)c2cccs2)n1
[45] C[C@H]1CN([C@@H](C)CO)C(=O)c2cc(Br)cnc2O[C@H]1CN(C)C(=O)C1CC1
[46] O=C(CN1CCC(C(=O)c2ccc3c(c2)OCCO3)CC1)NC1CCCC1
[47] CC1C(=O)N2CCCc3cc(S(=O)(=O)NCCc4ccccc4)cc1c32 (configuration not stated)
[48] COc1cccc(CCNC(=O)c2cccc(NC(=O)C3=C(C)OCCS3)c2)c1
Compound,41,42,43,44,45,46,47,48
KLK7 zymogen act,0.3,0.2,-0.6,-0.3,0.5,0.5,0.5,-0.2
DDE Tn6 FP inh,7,6,7,-2,2,2,0,-4
PLC-gamma1 inh,2,-2,0,0,2,1,-12,1
LEDGF integ inh,-3,-4,2,3,1,4,-3,-1
ASAP1 GAP inh,-15,-5,-2,19,-4,1,4,-5
TDP2 absorb,8,4,2,3,3,-11,10,21
ARFGAP1 inh,-6,2,2,5,12,-4,-2,4
DDE Tn7 FP inh,5,9,-5,-6,-1,6,2,3
ADAM10 inh,1,1,-12,-6,-2,-3,-22,3
ADAM17 inh,0,-5,-1,-4,2,0,-8,-1

# Assay outcomes from PubChem BioAssay.
